# Screening data deposited in PubChem BioAssay by National Center for Advancing Translational Sciences (NCATS).
# Epigenetic reg: Quantitative High-Throughput Screen for Regulators of Epigenetic Control; murine LDR cells, GFP reporter derepression, 30 h; Potency, µM (highest dose often 53.9 µM), without a hit: at the top dose GFP activation, actives largely listed as activators; 280,000 tested, 0.2% active; AID 1865, 2009; also: potency is read from the fitted curve at half-maximal effect; % of control where 0% means no effect; nearly all actives have a fitted effect of over 60% in size
#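 Murine LDR cells bearing a silenced CMV-driven GFP reporter were exposed to compound for 30 h at 37 C. After PBS washes, GFP-positive cells (20-120 um objects) counted by laser-scanning microplate cytometry.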
# CBFb-RUNX1 inh: qHTS Assay for Compounds Blocking the Interaction Between CBF-beta and RUNX1 for the Treatment of Acute Myeloid Leukemia; AID 1477, 2009; AlphaScreen CBFb-His/RUNX1-biotin binding, biochemical; 230,000 tested, under 10 active; Potency, µM (highest dose often 59.8 µM), inactives show at the top dose activity, negative = inhibition, usual class: inhibitors; also: % of control where 0% means no effect
#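 Room-temperature protein-protein interaction test with 30 nM each of His-tagged CBF-beta and biotinylated RUNX1, 15 min with compound, then 90 min with nickel plus streptavidin beads. Signal read in AlphaScreen mode.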
# NPSR antag: qHTS Assay for Antagonists of the Neuropeptide S Receptor: cAMP Signal Transduction. CHO-NPSR cells, cAMP TR-FRET, antagonist mode. Potency, µM (doses to about 38.3 µM), for inactives: at the highest dose activity change, negative = inhibition, most hits filed as inhibitors. 220,000 tested, 1% active; also: potency is read from the fitted curve at half-maximal effect; % is scaled to controls: 0 for no effect and ±100 for the full control effect; nearly all actives have a fitted effect of over 50% in size; many of its hits are not listed in these tables
# Target sequence (Q6W5P4 whole entry, looked up): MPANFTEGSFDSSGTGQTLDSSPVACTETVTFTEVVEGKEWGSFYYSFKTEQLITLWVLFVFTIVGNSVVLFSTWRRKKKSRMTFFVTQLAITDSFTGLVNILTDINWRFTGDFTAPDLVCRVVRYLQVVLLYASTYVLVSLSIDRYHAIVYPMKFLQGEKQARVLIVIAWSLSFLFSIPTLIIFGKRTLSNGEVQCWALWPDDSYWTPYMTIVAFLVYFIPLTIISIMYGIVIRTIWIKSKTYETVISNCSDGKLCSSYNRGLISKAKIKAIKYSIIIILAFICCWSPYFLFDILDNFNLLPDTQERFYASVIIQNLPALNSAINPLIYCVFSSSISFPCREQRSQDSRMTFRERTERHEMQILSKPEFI
# aGal spleen mod: qHTS Assay for Inhibitors and Activators of Human alpha-Galactosidase From Spleen Homogenate; human spleen homogenate, 4MU-alpha-Gal fluorescence, 40 min; Potency, µM (series often up to 80 µM), without a hit: top-dose activity change, negative = inhibition, most hits filed as inhibitors; 240,000 tested, 0.008% active; AID 2107, 2009;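 also: potency is read from the fitted curve at half-maximal effect; 0% = enzyme with vehicle and -100% = no enzyme basal signal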
# Target sequence (P06280 32-429 limits assumed): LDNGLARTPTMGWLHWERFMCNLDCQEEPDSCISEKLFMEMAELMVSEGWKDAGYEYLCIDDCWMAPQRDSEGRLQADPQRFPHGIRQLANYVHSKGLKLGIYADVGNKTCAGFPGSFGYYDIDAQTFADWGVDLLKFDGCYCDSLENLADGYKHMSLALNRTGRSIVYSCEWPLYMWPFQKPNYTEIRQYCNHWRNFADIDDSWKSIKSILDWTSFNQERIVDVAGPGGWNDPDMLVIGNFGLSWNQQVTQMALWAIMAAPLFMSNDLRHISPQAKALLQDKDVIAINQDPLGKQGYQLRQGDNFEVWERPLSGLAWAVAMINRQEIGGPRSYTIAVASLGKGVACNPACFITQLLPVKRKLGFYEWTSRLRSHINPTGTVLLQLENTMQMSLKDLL
#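 Fluorogenic readout (Ex 365/Em 440 nm) of 4-methylumbelliferone released from 1 mM 4-MU-alpha-galactoside by spleen homogenate, 40 min at 37C, pH 5.0. Data normalized to no-enzyme and enzyme controls; Hill-equation AC50 from compound titrations.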
# LMNA splice mod: qHTS Assay for Modulators of Lamin A Splicing. HeLa LMNA splicing GFP/RFP minigene ratio, 48 h. Potency, µM (doses to about 46.1 µM), without a hit: at the top dose ratio change, negative = inhibition, actives largely listed as inhibitors. 200,000 tested, 0.01% active. AID 1487, 2009; active = well fitted inhibition curve with a large enough effect in the signal ratio, with a control signal flat, not every such curve was filed as active; inconclusive = small, poorly fitted or top-dose-only effect, or effect the other way, or a change in a side signal; the % refers to the signal ratio; also: potency is read from the fitted curve at half-maximal effect; % is scaled to controls: 0 for no effect and ±100 for the full control effect
#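 Read-out is the ratio of GFP to DsRed2 object intensity, acquired by 488 nm laser-scanning cytometry on HeLa lamin A-EGFP minigene reporter cells. Compound incubation 48 hrs at 37 °C in Opti-MEM with 2% FBS; DMSO 0.5% final.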
# KinaseGlo FLuc: Counterscreen for Luciferase (Kinase-Glo TM) Inhibition; 200,000 tested, 0.28% active; Luciferin 4-monooxygenase (Photuris pensylvanica), Q27757; Kinase-Glo luciferase, ATP luminescence, 8 min; Potency, µM (highest dose often 38.3 µM), without a hit: top-dose activity change, negative = inhibition, actives largely listed as inhibitors; also: potency is read from the fitted curve at half-maximal effect; % is scaled to controls: 0 for no effect and ±100 for the full control effect; nearly all actives have a fitted effect of over 60% in size
#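 Inhibition of Kinase-Glo luciferase light generation was assessed at 10 uM ATP in pH 7.2 imidazole buffer, with luminescence measured after eight minutes at ambient temperature.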
# IMPase Li inh: qHTS Assay for Identifying the Cell-Membrane Permeable IMPase Inhibitors: Potentiation with Lithium. CHO-M1 cells, IP1 TR-FRET (IP-One), carbachol + lithium. Potency, µM (top dose mostly 59.4 µM), without a hit: top-dose activity, negative = IMPase inhibition, most hits filed as inhibitors. 210,000 tested, 0.35% active. AID 1457, 2008;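 also: IP1 builds up when IMPase is blocked and the TR-FRET signal falls; potency is read from the fitted curve at half-maximal effect; plate controls were basal vehicle for no effect and high inhibitor control for full effect; nearly all actives have a fitted effect of over 50% in size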
#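 Readout is a homogeneous TR-FRET IP1 immunoassay (Ex 320, Em 665 and 620), where raised cytosolic IP1 lowers signal. Cells were CHO-M1 treated 30 min at 37C with test compounds plus a little lithium; AC50 values came from Hill-equation fitting.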
# Active calls of the source: *; ? = inconclusive; / = no result given; [ ] = remark or other dose. Unless noted, calls follow the shape of the dose curve; as a rule, active = well fitted curve in the direction sought with a large enough effect; inconclusive = small, poorly fitted or top-dose-only effect, or another doubt; inactive = no such curve, though single readings can be large; an effect the other way counts as inactive or inconclusive. This is a subset, so the mix of outcomes need not match the whole.
# Below each compound – aGal spleen mod	KinaseGlo FLuc	CBFb-RUNX1 inh	NPSR antag	IMPase Li inh	Epigenetic reg	LMNA splice mod
> CCOC(=O)Nc1ccc2nc(N3CCCCCC3)sc2c1
 : -1%	/	7%	-18%	/	-1.1%	/
> CCOc1ccccc1N(CC(=O)NC1CCCCC1)C(=O)CCCC(=O)Nc1ccccn1
 : -2%	-5%	4%	-27%[46.1 µM]	6%[38.3 µM]	-0.5%	8%
> CC(C)CCn1c(CN2CCOCC2)nc2c1c(=O)n(C)c(=O)n2C
 : 6%	2%	9%	-6%[46.1 µM]	30%[38.3 µM]	0.0%	-2%
> COc1ccc(S(=O)(=O)Cc2ccc(C(=O)NCCCN(C)c3ccccc3)o2)cc1
 : -1%	-4%	-9%	-11%[46.1 µM]	10%[38.3 µM]	-1.1%	-15%
> Cc1ccc(NC(=O)Nc2cccnc2)cc1NC(=O)Nc1cccnc1
 : -5%	/	4%	50%	/	2.1%	?
> Cc1ccc(-n2c3c(cc(C(=O)NCc4ccco4)c2=O)C(=O)CC(C)(C)C3)cc1
 : 1%	-1%	-9%	?	10%[38.3 µM]	12%	20%
> Cc1cc2ccccc2n1CCNC(=O)C(C)(C)C
 : -8%	0%	-3%	-10%[46.1 µM]	16%	-1.0%	-2%
> CC(=O)Nc1ccccc1NC(=O)C(F)(F)F
 : 7%	1%	7%	4%[46.1 µM]	-9%[38.3 µM]	0.0%	1%
> CCOC(=O)COc1ccc2c(c1)C(=O)CC(C)(c1cccnc1)O2 (centres undefined)
 : ?	-1%	2%	-6%[46.1 µM]	-14%[38.3 µM]	0.8%	0%
> CCN1C(=O)/C(=C/c2cn(C)nc2C)SC1=S
 : -3%	-2%	-3%	-4%[46.1 µM]	31%[activator][38.3 µM]	1.1%	8%
> CCOc1ccccc1NC(=O)Cn1nnc(-c2ccc(OCC)c(OCC)c2)n1
 : 4%	-4%	5%	-2%[46.1 µM]	23%[38.3 µM]	1.0%	1%
> N#CCC(=N)N1CCN(c2cccc(Cl)c2)CC1
 : 2%	3%	6%	-3%[46.1 µM]	19%[38.3 µM]	?	5%
> CCc1cc(-c2[nH]ncc2-c2nc3ccccc3n2C)c(O)cc1O
 : -11%	/	-3%	27%	/	0.0%	/
> CCOc1ccccc1N1CCN(CC(=O)c2c(N)n(C)c(=O)n(C)c2=O)CC1
 : -25%	-5%	-9%	12%	0%	-0.1%	14%[46 µM]
> CCN(CC)CCCNC(=O)c1nn(-c2ccccc2OC)c(=O)c2ccccc12
 : 0%	-1%	2%	-10%[46.1 µM]	12%[38.3 µM]	1.2%	1%
> CC1Cc2ccccc2N1C(=O)COC(=O)c1ccc(Cl)nc1 (centres undefined)
 : -3%	3%	-9%	6%	12%	-0.3%	/
> NC(=O)c1sc2cc(C(F)(F)F)cnc2c1-c1ccccc1
 : 0%	/	16%	9%	0%	-0.1%	/
> O=C(NCc1ccco1)C(=S)N1CCCC1
 : -4%	4%	7%	11%	1%	0.4%	16%[46 µM]
> FC(F)(F)c1cccc(N2CCN(CC3CC4C=CC3C4)CC2)c1 (centres undefined)
 : -3%	-3%	-2%	-4%[46.1 µM]	20%[38.3 µM]	7.4%	1%
> COc1ccc(C2=Nn3c(nnc3-c3cccnc3)SC2)cc1
 : -2%	3%	3%	14%[46.1 µM]	4%	-0.9%	-14%
> COc1ccc(C2C(C(=O)NCc3ccccn3)CCC(=O)N2c2cc(OC)c(OC)c(OC)c2)cc1 (centres undefined)
 : 5%	0%	0%	13%	-12%	1.1%	22%[46 µM]
> Cc1cc2cc(CN(Cc3ccco3)C(=O)NCc3ccccc3)c(=O)[nH]c2cc1C
 : -7%	-4%	-12%	?	13%[38.3 µM]	-0.7%	6%
> Cc1ccccc1OCC(=O)Nc1cc(Cl)ccc1Oc1ccccc1
 : 1%	1%	9%	-22%	17%	-1.0%	-10%
> N=c1nc(-c2ccccc2)ccn1O
 : 3%	-3%	3%	4%[46.1 µM]	1%[38.3 µM]	0.9%	7%
> COc1cc(OC)c(C(=O)OCC(=O)NCCc2ccccc2)cc1OC
 : 0%	2%	4%	-1%	13%	-0.2%	-27%[46 µM]
> COc1ccc(N=C2SC(C(=O)Nc3ccc(C(=O)O)cc3)CC(=O)N2Cc2cccs2)cc1 (centres undefined)
 : -19%	/	-11%	49%	/	0.0%	/
> CCc1ccc(Cc2cnc(NC(=O)C3=NCCN3)s2)cc1
 : 4%	-1%	-1%	-3%	-4%	1.1%	40%[46 µM]
> COc1ccc(N2C(C(C)=O)=NN(c3ccccc3)C2c2cccs2)cc1 (centres undefined)
 : -2%	17%	?	?	16%[38.3 µM]	1.3%	-5%
> CCNC(=O)CN1C(=O)NC(CCc2ccccc2)C1=O (centres undefined)
 : -6%	/	7%	-4%[46.1 µM]	/	0.0%	1%
> CC(C)OCCCn1c(=NC(=O)c2ccncc2)c(C#N)cc2c(=O)n3ccccc3nc21
 : ?	/	2%	-22%[46.1 µM]	/	0.8%	0%

# The list continues:
# Below each compound – aGal spleen mod	KinaseGlo FLuc	CBFb-RUNX1 inh	NPSR antag	IMPase Li inh	Epigenetic reg	LMNA splice mod
> CCCC(=O)Nc1cccc(Oc2nc(C)cc(C)c2C#N)c1
 : -18%	0%	1%	-13%[46.1 µM]	8%[38.3 µM]	-0.8%	0%
> CCC(CO)NCc1ccc(OCC(=O)Nc2cccc(C(F)(F)F)c2)c(OC)c1 (centres undefined)
 : -3%	0%	0%	13%	-3%	-0.9%	3%
> COc1ccc(S(=O)(=O)N(C)CC(=O)N2CCCC2)cc1Cl
 : 0%	1%	3%	7%	0%	-3.2%	19%[46 µM]
> CCOC(=O)CSc1ccccn1
 : 6%	3%	5%	19%	4%	0.0%	?
> COc1ccccc1OCc1ccc(C(=O)NCC2CCCO2)o1 (centres undefined)
 : 1%	4%	-2%	-11%[46.1 µM]	23%[38.3 µM]	0.0%	6%
> O=C(NC1(C(F)(F)F)N=C2SCCN2C1=O)c1ccccc1F (centres undefined)
 : 3%	/	-8%	-18%	/	1.5%	/
> CCc1nnc(NC(=O)C2CCN(S(=O)(=O)Cc3ccccc3)CC2)s1
 : 4%	1%	4%	-5%[46.1 µM]	-2%	0.0%	-11%
> O=C(c1ccc([N+](=O)[O-])o1)N1CCc2ccccc2C1
 : -10%	/	7%	1%	/	-1.6%	/
> COc1ccc(Cn2c(O)c(C=Nc3ccccc3)c3ccccc3c2=O)cc1
 : -9%	-3%	-2%	-10%	19%	3.4%	5%
> O=C(COC(=O)c1ccc2ccccc2n1)Nc1ncc(C(F)(F)F)cc1Cl
 : -3%	0%	-4%	2%[46.1 µM]	-2%[38.3 µM]	-0.2%	-1%
> O=C(COC(=O)CCS(=O)(=O)c1ccc(Cl)cc1)NCCc1ccccc1
 : 7%	5%	0%	24%	11%	-1.0%	-11%
> CSC(=NC#N)N1CCN(C(=NC#N)SC)CC1
 : -2%	-1%	-3%	10%	0%	-0.6%[10.1 µM]	/
> COc1ccccc1CNC(=O)c1cccc(C)c1[N+](=O)[O-]
 : 13%	1%	0%	20%	15%	-1.0%	-8%
> O=C(Nc1ccccc1)N(Cc1ccccc1)Cc1ccccc1
 : -3%	/	8%	?	/	-1.9%	12%
> Cn1c(SCC(=O)N/N=C/C=C/c2ccccc2[N+](=O)[O-])nc2ccccc21
 : -3%	2%	-10%	-2%	2%	-2.2%	-24%
> CCCCCCC(=O)N/N=C/c1ccc(Br)cc1
 : 7%	-4%	10%	-10%	-3%	0.0%	?
> c1ccc(SSc2ccccc2)cc1
 : -6%	1%	6%	-7%	4%	1.0%	-3%
> CC(C)Cn1c(N)c(C(=O)COC(=O)C2=COCCO2)c(=O)n(C)c1=O
 : 7%	-4%	2%	-14%[46.1 µM]	7%[38.3 µM]	-1.0%	7%
> O=C(COc1cccc(Br)c1)NN=C1c2ccccc2-c2ccccc21
 : -3%	-1%	7%	1%	6%	-1.0%	-1%
> O=C(CN(Cc1ccco1)C(=O)c1ccc(Cl)cc1)Nc1ccc(Cl)c(Cl)c1
 : -1%	-1%	8%	-53%	18%	-1.8%	?
> COC(=O)c1sccc1NC(=O)CC1C(=O)NCCN1C(=O)c1ccc(N(C)C)cc1 (centres undefined)
 : -9%	/	1%	-29%	/	6.8%	/
> CCS(=O)(=O)Nc1ccc2c(c1)N(C(C)=O)c1ccccc1CC2
 : -5%	2%	-3%	-10%[46.1 µM]	15%[38.3 µM]	0.0%	3%
> COC(=O)c1ccc(NC(=O)CNC(=O)C2CCCCC2)c(C)c1
 : 1%	-1%	4%	-7%[46.1 µM]	17%[38.3 µM]	0.0%	5%
> COC(=O)CNC(=O)[C@@]1(C)C=C[C@@H](Cc2ccccc2)N1C(C)=O
 : 3%	-24%	7%	/	3%	1.5%	/
> N#CC1=C(N)OC2=C(C(=O)CCC2)C12CCN(C(=O)OCc1ccccc1)CC2
 : -4%	-1%	-6%	-6%[46.1 µM]	2%[38.3 µM]	0.9%	18%
> c1ccc2[nH]c(-c3nc4ccccc4[nH]3)nc2c1
 : 2%	11µM*	-18%	?	16%[38.3 µM]	4.0%	0%
> COc1ccc(C)cc1NC(=O)C(OC(=O)c1cccc(S(=O)(=O)N(C)c2ccccc2)c1)c1ccccc1 (centres undefined)
 : -2%	-3%	3%	-6%	-1%	0.0%	?
> Oc1ccc(/C=N/Nc2cc(N3CCCC3)nc(N3CCCC3)n2)cc1O
 : 9%	2%	?	-17%	14%	0.0%	?
> C=CCOC(=O)C1=C[C@@H](c2coc3ccccc3c2=O)C[C@@H](OCc2ccc(CO)cc2)O1
 : 4%	/	3%	19%	-3%	-2.9%	/
> COC(=O)c1cc2nc(-c3ccc(C)cc3)cc(C(F)(F)F)n2n1
 : 0%	-1%	-2%	-13%	-5%	2.4%	/

# Record cards, from the list above. Values in the order: aGal spleen mod, KinaseGlo FLuc, CBFb-RUNX1 inh, NPSR antag, IMPase Li inh, Epigenetic reg, LMNA splice mod
# Listed for O=C(COC(=O)c1ccc2ccccc2n1)Nc1ncc(C(F)(F)F)cc1Cl → -3%, 0%, -4%, 2%[46.1 µM], -2%[38.3 µM], -0.2%, -1%
# Listed for O=C(Nc1ccccc1)N(Cc1ccccc1)Cc1ccccc1 → -3%, /, 8%, ?, /, -1.9%, 12%
